Assay outcomes: PubChem BioAssay, several laboratories
KCC2 mod: KCC2 cotransporter modulators, thallium flux, primary screen, cell-based, HEK293 KCC2, FluoZin-2 fluorescence, MLSMR | B-score of Tl+ flux slope (higher = more flux/activation; lower = inhibition) at 10 µM | KCC2 cells, thallium flux FluoZin-2 fluorescence | actives 2.2% (n = 190,000) | Solute carrier family 12 member 5 (Homo sapiens), Q9H2X9;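 active means thallium flux slope and its plate-corrected score both differing from the plate sample mean at a set confidence after two filtering rounds, in either direction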;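 further: slope of fluorescence scaled to starting intensity during 10 to 20 s after thallium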
thrombin 1536: human alpha-thrombin inhibitors, primary screen, counter-screen for coagulation protease inhibitor project, biochemical, 1536-well, fluorogenic AMC substrate. Prothrombin (Homo sapiens), P00734. actives 0.26% (n = 220,000). AID 1046, 2008. inhibition, % at 5 µM. Boc-VPR-AMC fluorogenic substrate cleavage;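 active means inhibition at or above 40%; inactive means inhibition below 40%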;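 further: 0% = enzyme with no compound and 100% = wells without enzyme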
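Material: human alpha-thrombin enzyme / Medium: pH 7.5 Tris (50 mM) with NaCl 150 mM, Tween 20 0.05% / Compound: single-point dosing at 5 µM, 0.2% DMSO / Incubation: enzyme reaction carried out at room temperature / Detection: AMC fluorescence, 355/460 nm / Read-out basis: percent inhibition scaled between no-compound controls and no-enzyme blanks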
Wee1 degr inh: Wee1 degradation inhibitors, primary screen, cell-based, HeLa, Wee1K328M-luciferase, luminescence; HeLa Luc-Wee1K328M stability; 100% = proteasome inhibitor MG132 effect; reporter increase, % at 5 µM; actives 1.2% (n = 220,000); AID 1321, 2008;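 active means activation above the mean of all tested compounds plus 3 SD, set per screening run, cut at about 8.8% in these data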;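 further: cells exposed to compound for 20 h before luminescence read; 0% = DMSO alone and 100% = MG132 at 30 µM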
PERK inhibitor: block of dimerizer-induced PERK translation repression, primary screen, PERK inhibitor project, CHO PERK-DD cells, SEAP luminescence, HTS; Eukaryotic translation initiation factor 2-alpha kinase 3 (Homo sapiens), Q9NZJ5; CHO PERK-DD fusion, SEAP luminescence translation reporter; inhibition, % at 5.6 µM; actives 0.17% (n = 220,000); AID 1416, 2008;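 active means inhibition above the mean inhibition of all tested compounds plus 3 SD, set separately per screening campaign, cut at about 2.9% in these data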;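 further: PERK kinase domain activated by AP20187 dimerizer at 100 nM; 0% = DMSO with dimerizer and 100% = rapamycin at 8.4 µM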
p97 inhibitor: inhibitors of human p97 ATPase, primary screen, biochemical. Transitional endoplasmic reticulum ATPase (Homo sapiens), P55072. recombinant p97 ATPase, Kinase-Glo ATP luminescence, 3 h. inhibition, % at 8 µM. actives 0.42% (n = 220,000); in the data active means inhibition above about 15%;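 further: 0% = DMSO vehicle and 100% = wells lacking enzyme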
Target sequence (P55072 whole entry, looked up): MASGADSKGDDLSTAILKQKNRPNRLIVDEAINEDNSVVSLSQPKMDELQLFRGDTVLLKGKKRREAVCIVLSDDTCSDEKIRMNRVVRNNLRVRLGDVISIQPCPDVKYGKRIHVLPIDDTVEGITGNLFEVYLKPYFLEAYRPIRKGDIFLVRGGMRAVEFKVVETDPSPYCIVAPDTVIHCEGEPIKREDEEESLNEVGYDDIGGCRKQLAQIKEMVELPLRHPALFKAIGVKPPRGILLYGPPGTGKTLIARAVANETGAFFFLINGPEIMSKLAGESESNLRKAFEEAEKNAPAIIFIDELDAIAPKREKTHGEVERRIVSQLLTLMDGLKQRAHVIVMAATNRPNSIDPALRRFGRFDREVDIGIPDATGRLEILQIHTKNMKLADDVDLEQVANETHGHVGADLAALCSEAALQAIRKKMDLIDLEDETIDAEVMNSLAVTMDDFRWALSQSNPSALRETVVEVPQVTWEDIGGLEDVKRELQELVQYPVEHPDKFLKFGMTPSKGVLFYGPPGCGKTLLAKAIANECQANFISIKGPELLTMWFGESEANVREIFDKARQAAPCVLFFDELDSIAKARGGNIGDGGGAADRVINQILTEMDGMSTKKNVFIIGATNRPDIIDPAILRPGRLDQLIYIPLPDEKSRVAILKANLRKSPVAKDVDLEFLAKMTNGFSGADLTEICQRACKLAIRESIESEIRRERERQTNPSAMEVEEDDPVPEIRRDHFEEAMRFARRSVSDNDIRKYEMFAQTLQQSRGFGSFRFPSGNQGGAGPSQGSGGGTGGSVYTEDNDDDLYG
KLK5 inh: human KLK5 protease inhibitors, primary screen, biochemical, 1536-well; Kallikrein-5 (Homo sapiens), Q9Y337; recombinant hK5, fluorogenic AMC substrate cleavage; inhibition, % at 5 µM; actives 0.59% (n = 210,000);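 active means inhibition of 40% or more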;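 further: 0% = enzyme controls without compound and 100% = no-enzyme blanks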
Target sequence (Q9Y337 67-293 limits assumed): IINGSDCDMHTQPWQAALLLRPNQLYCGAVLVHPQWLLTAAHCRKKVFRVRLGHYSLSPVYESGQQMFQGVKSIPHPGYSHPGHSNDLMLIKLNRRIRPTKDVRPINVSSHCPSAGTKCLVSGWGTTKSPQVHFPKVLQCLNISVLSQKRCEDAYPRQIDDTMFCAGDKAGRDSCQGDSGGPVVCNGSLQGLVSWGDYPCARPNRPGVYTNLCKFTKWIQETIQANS
Furin inhibitor: human furin inhibitors, primary screen, biochemical, fluorescence intensity; purified furin, fluorogenic substrate cleavage; inhibition, % at 30 µM; actives 0.061% (n = 220,000); in the data active means inhibition above about 25%; further: inactives centre near -15
FXIa inh: human FXIa protease inhibitors, primary screen, biochemical, 1536-well | Coagulation factor XI (Homo sapiens), P03951 | purified FXIa, Boc-Glu-Ala-Arg-AMC fluorogenic substrate | inhibition, % at 5 µM | actives 0.14% (n = 220,000) | AID 798, 2007;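 active means inhibition of at least 40%; inactive means inhibition below 40%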;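 further: fluorescence of freed AMC excited at 355 nm; 0% = enzyme without compound and 100% = no enzyme blank; many of its hits are not listed in these tables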
FXIIa inh 1536: human FXIIa protease inhibitors, primary screen, biochemical, 1536-well | Coagulation factor XII (Homo sapiens), P00748 | actives 0.3% (n = 220,000) | purified FXIIa, Boc-QGR-AMC fluorogenic substrate, 2 h | inhibition, % at 5 µM; in the data active means inhibition above about 40%;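 further: 0% = enzyme with no compound and 100% = blank without enzyme; many of its hits are not listed in these tables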
* = called active by the depositor; [ ] = another dose, or the depositor's remark.

Cc1ccc2nc(NCC(=O)NN)nc(-c3ccccc3)c2c1 was read as KCC2 mod -0.629, thrombin 1536 -11.6, Wee1 degr inh -2.9, PERK inhibitor -0.3, p97 inhibitor 0.7, KLK5 inh -5.3, Furin inhibitor -18.0, FXIa inh -5.2 and FXIIa inh 1536 -2.8.
For C#CCOCCOCCOCCNc1nc(N2CCN(C(=O)[C@H]([C@@H](C)CC)n3cc([C@@H](N)CC(C)C)nn3)CC2)nc(N2CCN(C(=O)[C@H](Cc3cc4ccccc4[nH]3)n3cc([C@@H](N)CC(C)C)nn3)CC2)n1 the results were KCC2 mod 0.236, thrombin 1536 -2.1, KLK5 inh -2.8, Furin inhibitor -27.1, FXIa inh -2.5 and FXIIa inh 1536 5.9.
For Cc1oc(-c2ccoc2)nc1CN(CC1CCC(=O)N1)C(C)C (stereo unspecified) the results were KCC2 mod 0.362, thrombin 1536 -4.7, Wee1 degr inh 4.6, PERK inhibitor 0.5, p97 inhibitor -1.6, KLK5 inh 3.0, Furin inhibitor -24.4, FXIa inh -1.0 and FXIIa inh 1536 11.2.
CCN(CC)CCOc1ccc2nc(N(C)C)sc2c1 was read as KCC2 mod 1.33, thrombin 1536 3.4, Wee1 degr inh -0.6, PERK inhibitor 1.3, p97 inhibitor -1.6, KLK5 inh -17.1, Furin inhibitor -22.2[20 µM], FXIa inh 9.0 and FXIIa inh 1536 6.6.
COC(C)(C)[C@]12CC(O)(c3ccccc3)ON1[C@H]1CCCCC1N2O (stereo partly specified) was read as thrombin 1536 -1.6, Wee1 degr inh -2.4, PERK inhibitor -0.2, p97 inhibitor 4.8, KLK5 inh -19.9, Furin inhibitor -4.5, FXIa inh 7.7 and FXIIa inh 1536 16.6.
COc1cc(C(=O)Nc2nc3ccccc3s2)ccc1OCc1c(C)noc1C was read as KCC2 mod 0.0323, thrombin 1536 -7.5, Wee1 degr inh 4.6, PERK inhibitor 0.4, p97 inhibitor -0.4, KLK5 inh -11.4, Furin inhibitor -21.3[20 µM], FXIa inh -9.1 and FXIIa inh 1536 -6.4.
Screening Clc1ccc(N/N=C/c2cccs2)nn1 returned KCC2 mod -0.0538, thrombin 1536 0.2, Wee1 degr inh 0.3, PERK inhibitor 0.6, p97 inhibitor 0.0, KLK5 inh 2.2, Furin inhibitor -27.7, FXIa inh 6.6 and FXIIa inh 1536 11.1.
CCOC(=O)N/N=C/c1cn(Cc2ccc(F)cc2)c2ccccc12 was read as KCC2 mod -0.0984, thrombin 1536 -5.1, Wee1 degr inh 1.8, PERK inhibitor -0.8, p97 inhibitor -2.4, KLK5 inh 3.5, Furin inhibitor -11.5, FXIa inh -0.3 and FXIIa inh 1536 7.5.
For COc1ccc(/C=C/c2nc(-c3ccccc3)cc(=O)[nH]2)cc1 the results were KCC2 mod 0.0636, thrombin 1536 -17.9, Wee1 degr inh -3.5, PERK inhibitor -1.0, p97 inhibitor -2.2, KLK5 inh -4.5, Furin inhibitor -19.8, FXIa inh -3.4 and FXIIa inh 1536 -2.5.
For CCCCOc1cccc(C(=O)Nc2ccc(N3CCN(CC)CC3)cc2)c1 the results were KCC2 mod 0.0966, thrombin 1536 -0.2, Wee1 degr inh -0.5, PERK inhibitor -0.4, p97 inhibitor -2.5, KLK5 inh -17.7, Furin inhibitor -15.6, FXIa inh 4.4 and FXIIa inh 1536 15.7.
Screening COc1ccc(CNC(=O)C(c2ccco2)N(C(=O)Cc2cccs2)c2cccnc2)cc1 (stereo unspecified) returned KCC2 mod 1.08, thrombin 1536 0.9, Wee1 degr inh -2.1, PERK inhibitor 0.4, p97 inhibitor -1.0, KLK5 inh 3.5, Furin inhibitor -18.0, FXIa inh 4.5 and FXIIa inh 1536 14.9.
For C=CCOc1ccc(C2N3CC4(C)CN2CC(CCC)(C3)C4=O)cc1 (stereo unspecified) the results were thrombin 1536 -7.0, Wee1 degr inh -0.7, PERK inhibitor -0.6, p97 inhibitor -3.2, KLK5 inh -2.0, Furin inhibitor -16.9, FXIa inh 4.1 and FXIIa inh 1536 9.1.
Screening Cc1ccc(OCCCCNC2CCCC(C)C2C)c(C)c1 (stereo unspecified) returned KCC2 mod 0.404, thrombin 1536 -0.9, Wee1 degr inh 0.6, PERK inhibitor 1.1, p97 inhibitor 3.2, KLK5 inh -2.9, Furin inhibitor -25.6, FXIa inh -2.3 and FXIIa inh 1536 3.7.
`Cc1ccc(NC(=O)c2sc(Cl)nc2C)c(C)c1` gave KCC2 mod -0.123, thrombin 1536 -11.3, Wee1 degr inh -0.8, PERK inhibitor 1.7, p97 inhibitor 2.2, KLK5 inh -12.4, Furin inhibitor -26.3, FXIa inh 4.2 and FXIIa inh 1536 10.6.
For COc1ccc2c(c1)c1nc(SCC(C)C)n(CCO)c(=O)c1n2C the results were thrombin 1536 -13.4, Wee1 degr inh -1.0, PERK inhibitor -0.3, p97 inhibitor 1.1, KLK5 inh -50.7, Furin inhibitor -36.3, FXIa inh 1.8 and FXIIa inh 1536 8.3.
For CC(NC(=O)/C=C/c1ccco1)c1nc2ccccc2n1Cc1cccc(Cl)c1 (stereo unspecified) the results were KCC2 mod 0.156, thrombin 1536 -7.5, Wee1 degr inh -0.9, PERK inhibitor -0.3, p97 inhibitor -6.1, KLK5 inh 5.5, Furin inhibitor -10.9, FXIa inh -3.5 and FXIIa inh 1536 4.1.
C/C(=N\NC(=O)c1ccc(OC2CCCC2)cc1)c1ccc(C)s1 was read as KCC2 mod 0.000996, thrombin 1536 -2.3, Wee1 degr inh 1.3, PERK inhibitor -1.1, p97 inhibitor -4.9, KLK5 inh -26.1, Furin inhibitor -1.1[20 µM], FXIa inh -15.7 and FXIIa inh 1536 3.5.
O=C(Nc1ccc(S(=O)(=O)N2CCOCC2)cc1)C1COc2ccccc2O1 (stereo unspecified) was read as KCC2 mod 0.128, thrombin 1536 -0.6, Wee1 degr inh 3.5, PERK inhibitor 0.6, p97 inhibitor 1.2, KLK5 inh 14.9, Furin inhibitor -16.0, FXIa inh -3.9 and FXIIa inh 1536 1.4.
For CCOc1ccc(N2CC(C(=O)Oc3ccccc3)CC2=O)cc1 (stereo unspecified) the results were KCC2 mod -0.0141, thrombin 1536 -4.4, Wee1 degr inh -3.5, PERK inhibitor 0.3, p97 inhibitor 2.1, KLK5 inh 4.3, Furin inhibitor -31.5, FXIa inh -4.3 and FXIIa inh 1536 -3.4.
`Fc1ccc(-c2csc(/C=C/c3ccc4c(c3)OCO4)n2)cc1` gave KCC2 mod 1.46, thrombin 1536 -0.1, Wee1 degr inh -1.3, PERK inhibitor 0.7, p97 inhibitor 3.0, KLK5 inh -4.6, Furin inhibitor -17.1, FXIa inh 8.5 and FXIIa inh 1536 1.3.
`CC1CCC(N2CCN(S(C)(=O)=O)CC2)CC1` (stereo unspecified) gave thrombin 1536 -0.9, Wee1 degr inh -0.6, PERK inhibitor -0.3, p97 inhibitor -3.6, KLK5 inh 5.3, Furin inhibitor 0.5, FXIa inh 6.7 and FXIIa inh 1536 23.6.
O=C(Nc1ccncc1)c1ccc(NS(=O)(=O)c2cccc(F)c2)cc1 was read as KCC2 mod 0.878, thrombin 1536 -7.2, Wee1 degr inh -1.0, PERK inhibitor 0.8, p97 inhibitor 3.8, KLK5 inh 5.5, Furin inhibitor -21.9, FXIa inh 6.0 and FXIIa inh 1536 11.3.
Screening O=C(CN1CCN(Cc2ccc3c(c2)OCO3)CC1)Nc1cc(S(=O)(=O)N2CCCC2)ccc1Cl returned KCC2 mod 0.427, thrombin 1536 -4.4, Wee1 degr inh -1.5, PERK inhibitor -1.1, p97 inhibitor -5.9, KLK5 inh 1.5, Furin inhibitor -15.4, FXIa inh -4.3 and FXIIa inh 1536 5.5.
For CCc1cc(C(=O)NNC(=S)NC(C)c2ccccc2)cs1 (stereo unspecified) the results were KCC2 mod -1.97, thrombin 1536 -6.5, Wee1 degr inh 1.5, PERK inhibitor 0.0, p97 inhibitor 0.3, KLK5 inh -232.6, Furin inhibitor -26.4[20 µM], FXIa inh -4.7 and FXIIa inh 1536 3.3.
Screening Cc1ccccc1C(=O)Oc1ccc(-c2csnn2)cc1 returned KCC2 mod 0.544, thrombin 1536 3.3, Wee1 degr inh 6.4, PERK inhibitor 1.4, p97 inhibitor 1.7, KLK5 inh 0.1, Furin inhibitor -10.1, FXIa inh 4.0 and FXIIa inh 1536 10.0.
`COc1ccccc1Oc1coc2c(CN3CCOCC3)c(O)ccc2c1=O` gave KCC2 mod 0.0527, thrombin 1536 -5.7, Wee1 degr inh -0.1, PERK inhibitor 0.0, p97 inhibitor -0.8, KLK5 inh -5.8, Furin inhibitor -14.9, FXIa inh -3.8 and FXIIa inh 1536 -2.9.
Screening CC1CC(C)CN(CCCNC(=O)C2CCN(S(=O)(=O)N3CCCCC3)CC2)C1 (stereo unspecified) returned thrombin 1536 2.5, Wee1 degr inh 0.6, PERK inhibitor -0.8, p97 inhibitor -10.6, KLK5 inh -7.6, Furin inhibitor -18.3, FXIa inh 3.9 and FXIIa inh 1536 20.2.
Screening CCOc1ccc(OCc2ccc(C(=O)Nc3ccc(Cl)cn3)o2)cc1 returned KCC2 mod -1.84, thrombin 1536 2.0, Wee1 degr inh 2.5, PERK inhibitor 0.1, p97 inhibitor -1.8, KLK5 inh -9.5, Furin inhibitor -15.5[20 µM], FXIa inh 4.9 and FXIIa inh 1536 19.6.
O=C(CSc1nc2ccccc2c(=O)[nH]1)Nc1ccc(C(=O)O)cc1 was read as KCC2 mod 0.318, thrombin 1536 -0.8, Wee1 degr inh 2.1, PERK inhibitor 2.0, p97 inhibitor 8.4, KLK5 inh 1.8, Furin inhibitor -16.2, FXIa inh 3.3 and FXIIa inh 1536 6.6.
`CC1=NNC(=O)C1CCC(=O)N/N=C/c1ccc(C)cc1` (stereo unspecified) gave KCC2 mod 1.42, thrombin 1536 -4.0, Wee1 degr inh -2.6, PERK inhibitor 1.8, p97 inhibitor 11.5, KLK5 inh -6.1, Furin inhibitor -21.5, FXIa inh -7.7 and FXIIa inh 1536 2.1.
Screening Cc1ccn2c(/C=N/OCc3cccc(F)c3)c(-c3ccc(Cl)cc3)nc2c1 returned KCC2 mod 1.4, thrombin 1536 2.8, Wee1 degr inh -1.8, PERK inhibitor 1.0, p97 inhibitor 3.1, KLK5 inh 3.6, Furin inhibitor -7.9[20 µM], FXIa inh 0.6 and FXIIa inh 1536 9.7.
